Screening results: PubChem BioAssay, several laboratories
TWEAK Fn14 block: inhibitors of TWEAK-Fn14 signaling, primary screen, luciferase reporter cells, uHTS; TWEAK-stimulated Fn14 reporter cells, luciferase luminescence, 8 h; inhibition, % at 10 µM; 2% of 360,000 active; in the data active = inhibition above about 50%
NCOA2 inhibitor: inhibition of GAL4-SRC2 driven luciferase reporter, primary screen, SRC2 inhibitor project, cell-based, luminescence; Nuclear receptor coactivator 2 (Homo sapiens), Q15596; HEK293 GAL4-SRC2 luciferase reporter; inhibition, % at 9 µM; 0.17% of 370,000 active;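 active = inhibition above the mean inhibition of all tested compounds plus 3 SD, set per campaign, cut at about 52% in these data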;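 note: 0% = DMSO treated cells and 100% = cells given Gossypol at 36 µM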
NOD2 RIPK2 PPI: NOD2-RIPK2 binding disruptors in cells, primary screen, fluorescence, CHO cells, BLA complementation; Receptor-interacting serine/threonine-protein kinase 2 (Homo sapiens), O43353; CCF4 ratio; inhibition, % at 4.98 µM; 0.38% of 360,000 active; in the data active = inhibition above about 21%;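 note: 0% = vehicle only and 100% = reference blocker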
Target sequence (O43353 whole entry, looked up): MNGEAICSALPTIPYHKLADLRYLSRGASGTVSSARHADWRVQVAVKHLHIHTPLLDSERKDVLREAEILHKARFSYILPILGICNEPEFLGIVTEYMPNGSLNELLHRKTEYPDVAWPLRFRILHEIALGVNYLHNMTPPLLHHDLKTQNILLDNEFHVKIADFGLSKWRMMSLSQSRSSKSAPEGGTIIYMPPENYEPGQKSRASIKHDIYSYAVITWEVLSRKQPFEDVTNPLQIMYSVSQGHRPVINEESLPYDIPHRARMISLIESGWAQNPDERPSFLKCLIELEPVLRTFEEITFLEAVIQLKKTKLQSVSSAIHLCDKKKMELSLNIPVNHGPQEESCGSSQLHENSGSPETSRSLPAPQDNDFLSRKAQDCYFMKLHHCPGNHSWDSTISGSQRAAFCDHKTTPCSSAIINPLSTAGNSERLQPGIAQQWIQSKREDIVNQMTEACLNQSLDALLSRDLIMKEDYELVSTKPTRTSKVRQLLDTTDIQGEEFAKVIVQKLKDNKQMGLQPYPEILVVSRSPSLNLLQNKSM
TLR9-MyD88 block: inhibitors of TLR9-MyD88 association in cells, primary screen, cell-based, CHO, BLA complementation, fluorescence | inhibition, % at 4.98 µM | 0.21% of 340,000 active | Toll-like receptor 9 (Homo sapiens) + Myeloid differentiation primary response protein … | CCF4 FRET ratio;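 active = inhibition above the mean over all tested compounds plus 3 SD, cut at about 21% in these data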;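 note: 0% = DMSO only wells and 100% = clavulanate BLA inhibitor control wells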
LRH-1 inv ag: LRH-1 (NR5A2) inverse agonists, primary screen, cell-based, luminescence, HEK293T, StAR-luciferase reporter. Nuclear receptor subfamily 5 group A member 2 (Homo sapiens), O00482. LRH-1 transfected, 24 h. inhibition, % at 3.6 µM. 0.13% of 360,000 active. AID 602396, 2012;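 active = inhibition above the mean inhibition of all tested compounds plus 3 SD, cut at about 73% in these data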;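 note: 0% = DMSO wells and 100% = reporter-only cells lacking LRH-1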
SRC3 inh: SRC3 coactivator transcriptional activity inhibitors, primary screen, cell-based, luminescence; Nuclear receptor coactivator 3 (Homo sapiens), Q9Y6Q9; HEK293 GAL4-SRC3 luciferase reporter; inhibition, % at 3.6 µM; 0.17% of 360,000 active; AID 588352, 2011;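 active = inhibition above a per-campaign cutoff, the mean of all compounds plus 3 SD, cut at about 60% in these data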;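 note: 0% = DMSO-treated cells and 100% = gossypol-treated cells at 36 µM; higher means less SRC3-driven luciferase light from the GAL4 reporter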
NR2F2 inh: NR2F2 transcriptional activity inhibitors, primary screen, cell-based, luciferase reporter, HEK293T, luminescence | COUP transcription factor 2 (Homo sapiens), P24468 | HEK293T NGFI-A luciferase reporter | inhibition, % at 8.6 µM | 0.7% of 370,000 active | AID 686940, 2013;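 active = inhibition above a per-plate cutoff, mean inhibition of test wells between control levels plus 3 SD, cut at about 38% in these data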;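 note: cells cotransfected with COUP-TFII expression vector driving the NGFI-A reporter; 0% = median of COUP-TF2 test wells and 100% = reporter-only cells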
Target sequence (P24468 whole entry, looked up): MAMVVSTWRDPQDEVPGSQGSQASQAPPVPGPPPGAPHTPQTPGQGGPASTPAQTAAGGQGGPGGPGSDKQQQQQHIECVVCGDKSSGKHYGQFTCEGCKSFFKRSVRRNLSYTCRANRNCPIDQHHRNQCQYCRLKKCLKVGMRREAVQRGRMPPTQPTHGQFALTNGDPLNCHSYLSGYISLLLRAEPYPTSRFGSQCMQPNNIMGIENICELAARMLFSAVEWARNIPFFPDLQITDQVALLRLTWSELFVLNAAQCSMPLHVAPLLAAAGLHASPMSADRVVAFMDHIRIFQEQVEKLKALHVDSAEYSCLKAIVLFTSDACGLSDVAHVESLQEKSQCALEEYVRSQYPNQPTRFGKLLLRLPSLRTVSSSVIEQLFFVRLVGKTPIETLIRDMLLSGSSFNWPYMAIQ
Granule exo inh: LAMP-1 surface exposure blockers, TALL-104 cells – cell-based, flow cytometry, MLPCN library, primary screen; TALL-104 LAMP-1 surface exposure; cells stimulated with thapsigargin and PMA; inhibition, % at 10 µM; 0.66% of 360,000 active; AID 651702, 2012;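 active = inhibition above about 55%, limit read from the data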
SRC1 inh: SRC1 coactivator transcriptional activity inhibitors, primary screen, cell-based, luminescence. 0.12% of 360,000 active. inhibition, % at 3.6 µM. HEK293 GAL4-SRC1 luciferase reporter. AID 588354, 2011. Nuclear receptor coactivator 1 (Homo sapiens), Q15788;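 active = inhibition above the campaign mean plus 3 SD, with each screening campaign given its own cutoff, cut at about 60% in these data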;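 note: 0% = DMSO treated cells and 100% = gossypol at 36 µM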
ABHD5 PLIN5 PPI: ABHD5-PLIN5 interaction inhibitors, primary screen, cell lysate, split luciferase complementation, luminescence; Perilipin-5 (Homo sapiens) + 1-acylglycerol-3-phosphate O-acyltransferase ABHD5 (Homo …; 0.78% of 360,000 active; Split G. princeps luciferase complementation, 4 h; inhibition, % at 4 µM;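 active = inhibition above the mean inhibition across every tested compound plus 3 SD, cut at about 22% in these data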;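 note: 0% = DMSO only wells and the 100% control is not disclosed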
TROY NFkB inh: inhibitors of TROY-driven NF-kB signaling, primary screen, Q293 LMP1-TROYcd cells, NF-kB luciferase, uHTS; Q293 LMP1-TROYcd NF-kB luciferase reporter, 4 h; inhibition, % at 10 µM; 0.98% of 360,000 active; AID 1347056, 2019;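 active = compounds whose plate-normalised and pattern-corrected inhibition of the luciferase reporter signal at the single screening dose is 50% or more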
Starred values were filed as active, the others as inactive; x = not tested or not shown. A portion of the library, so the mix of outcomes need not match the whole.

SMILES	TWEAK Fn14 block	NCOA2 inhibitor	NOD2 RIPK2 PPI	TLR9-MyD88 block	LRH-1 inv ag	SRC3 inh	NR2F2 inh	Granule exo inh	SRC1 inh	ABHD5 PLIN5 PPI	TROY NFkB inh
COCc1cc(=O)n2c(-c3ccccc3OC)n[nH]c2n1	8	0	-1	-6	17	-12	3	2	4	2	0
Cc1cccc(Nc2nc(-c3ccc(O)cc3O)cs2)n1	-7	-33	12	-3	-38	-28	-29	3	-28	-9	-12
Cc1ccc(C)c(N2C(=N)S/C(=C\c3ccc(-c4ccccc4C(=O)O)o3)C2=O)c1	11	5	15	2	-9	-4	22	2	-9	2	25
CCn1c(SCC(=O)Nc2ccc3c(c2)OCCO3)nnc1-c1ccncc1	39	6	-1	1	18	2	8	-15	4	-4	33
CCOC(=O)C1=C(C)N(CCCCCC(=O)O)C(=O)NC1c1cccc([N+](=O)[O-])c1 (stereo not given)	8	-8	-4	-7	17	-14	-6	9	-1	-1	4
C=CC[C@H](CC(=O)NCCO)C(=O)N[C@@H](COC(=O)[C@@H](CC=C)Cc1ccc(F)cc1)Cc1ccccc1	13	16	5	-18	6	-6	11	-4	5	-8	4
Cc1cc(C)c(S(=O)(=O)N(C)CC(=O)NCc2ccccn2)c(C)c1	x	-6	-4	2	14	8	4	0	-16	-1	x
CC1CC(=O)N(c2ccc(N(C)Cc3ccccc3)c([N+](=O)[O-])c2)C1=O (stereo not given)	-2	5	5	6	-8	-1	14	-2	2	-1	-23
Cc1ccc(OCC(O)CN2C(=O)NC(C)(C)C2=O)cc1C (stereo not given)	-15	30	-12	2	-16	-14	15	7	-2	4	-2
CCOc1ccc2noc3c2c1C(=O)c1ccccc1-3	-12	-30	-4	-11	-7	3	15	-1	-8	-3	-51
O=C(NCc1ccncc1)c1cncc(Br)c1	2	15	-18	4	23	-6	13	1	-23	-5	-8
COc1ccccc1C/C(N)=N/OC(=O)c1cccc([N+](=O)[O-])c1	-30	-9	-2	-12	20	-14	-4	1	7	1	-21
Cc1cc(C)c(C)c(S(=O)(=O)NCc2ccc(C(=O)N3CCOCC3)cc2)c1C	3	13	7	7	-15	1	-22	2	-58	-4	4
CCOc1c(C)cc(S(=O)(=O)NCc2cccnc2)c(C)c1C	3	24	10	3	-4	3	19	-2	-13	-4	2
N#CCOc1ccccc1CNC[C@H]1O[C@@H](n2cnc(C(N)=O)n2)[C@H](O)[C@@H]1O	4	5	3	9	14	7	-3	1	7	-6	-14
CCOC(=O)C(NC(=O)c1ccc(OC)cc1)(Nc1cc(C)on1)C(F)(F)F (stereo not given)	9	27	1	0	7	-1	9	-2	4	-3	11
Cc1cc(C)n(-c2cc(N3CCN(S(=O)(=O)c4ccc(Br)cc4)CC3)ccc2[N+](=O)[O-])n1	16	11	-6	-5	13	12	10	6	-8	9	25
c1ccc(CSc2ncnc3c2oc2ccccc23)cc1	0	8	-6	-4	-16	0	10	0	-18	-9	-24
COc1c(C(=O)Nc2ccc3[nH]c(=O)[nH]c3c2)cc2ccccc2c1Br	-2	-18	17	4	-10	15	15	1	17	-5	10
CCCCC[C@@H](C)N1C[C@@H](COCc2ccccc2)Oc2cc(N3CCC[C@H]3CO)ccc2S1(=O)=O	17	8	7	x	-13	x	3	-2	x	-4	13
COc1ccc(-c2ccc(OC)cc2C(=O)O)cc1	-13	9	-1	3	-2	-12	3	0	-4	-4	-7
O=C(Nc1ccncc1)c1ccc2c(c1)C(=O)N(C1CCCCC1)C2=O	-5	17	-9	1	33	6	21	1	18	-5	41
Clc1ccc(C=NN2CCCCCC2)cc1Cl	-30	-34	10	-20	-19	-31	-5	1	-22	-4	13
CCOC(=O)N1CCN(S(=O)(=O)c2ccc(F)c(C(=O)Nc3cc(C)cc(C)c3)c2)CC1	-24	22	-9	-2	3	7	6	1	-4	-8	-2
COc1ccccc1OCC(=O)N1CCCC(Nc2cccc(F)c2)C1 (stereo not given)	-2	-11	1	6	-2	17	4	2	2	2	14
CCOc1cc(C=C2C(=O)c3ccccc3C2=O)ccc1OCC(=O)Nc1ccc(C)cc1	9	-17	-6	-2	6	5	-1	-1	3	-3	41
CN1CCN(c2ccccc2NC(=S)NC(=O)c2cc3ccccc3o2)CC1	-2	0	-1	0	-1	16	-2	6	-69	15	0
COc1ccc(NC(=O)C2CCN(C(=O)c3ccco3)CC2)c(OC)c1	44	-11	-9	-2	12	7	24	15	7	6	-33
Cc1cc(OC(C)C(=O)NCC2CCC(C(=O)O)CC2)c2c(C)c(Cc3ccccc3)c(=O)oc2c1 (stereo not given)	0	10	0	-10	11	23	19	-3	1	6	14
COc1ccc2occ(C(=O)c3coc4ccc(O)c(CN(C)C)c34)c2c1	43	-16	-11	-7	-8	25	9	7	9	2	-24

A different layout for some results above:
Structure | TWEAK Fn14 block | NCOA2 inhibitor | NOD2 RIPK2 PPI | TLR9-MyD88 block | LRH-1 inv ag | SRC3 inh | NR2F2 inh | Granule exo inh | SRC1 inh | ABHD5 PLIN5 PPI | TROY NFkB inh
CCOc1c(C)cc(S(=O)(=O)NCc2cccnc2)c(C)c1C | 3 | 24 | 10 | 3 | -4 | 3 | 19 | -2 | -13 | -4 | 2
N#CCOc1ccccc1CNC[C@H]1O[C@@H](n2cnc(C(N)=O)n2)[C@H](O)[C@@H]1O | 4 | 5 | 3 | 9 | 14 | 7 | -3 | 1 | 7 | -6 | -14

Further results.
SMILES	TWEAK Fn14 block	NCOA2 inhibitor	NOD2 RIPK2 PPI	TLR9-MyD88 block	LRH-1 inv ag	SRC3 inh	NR2F2 inh	Granule exo inh	SRC1 inh	ABHD5 PLIN5 PPI	TROY NFkB inh
CC(C)C[C@H](NC(=O)N1CCn2c1nc1ccccc12)C(=O)N[C@H](Cc1ccccc1)C(=O)O	-1	-3	5	-8	5	21	-3	-1	-12	-3	-7
CCOc1cc(C(=O)Nc2cc(=O)n(C)c(=O)n2C)cc(OCC)c1OCC	3	17	1	-8	4	-3	2	-1	-7	-1	24
COc1ccc(CCNC(=O)Cc2ccccc2)cc1OC	-1	11	7	-8	-5	-13	-31	6	8	4	-6
CCOC(=O)c1sc(=S)n(-c2cccc(OC)c2)c1N	-5	7	-8	6	-12	8	-17	7	-7	5	-12
CCOC(=O)c1[nH]c(C)c(C(=O)N(C)C)c1C	4	-13	-8	-2	-6	15	2	-1	-5	-2	4
Cc1nc(C(F)(F)F)ccc1C(=O)N1CCCCCC1(C)C(=O)NCC(C)C (stereo not given)	-2	27	-4	x	19	-15	-4	0	2	4	5
CC(=O)Cc1nsc(Nc2ccccc2)n1	-5	-22	3	-16	-13	-5	-4	3	-25	1	-18
O=CN1CCN(C(=O)Cc2ccc([N+](=O)[O-])cc2)CC1	-10	-12	-5	5	-2	7	6	35	8	-3	-11
Cc1nnc(SCC(=O)Nc2cccc(C(F)(F)F)c2)n1Cc1ccco1	-8	8	-11	-11	0	17	6	0	-1	1	7
O=C(CCn1cnc(-c2ccccc2)c1-c1ccccc1)N/N=C/c1ccccc1O	33	19	3	6	40	25	1	0	31	0	21
COc1ccc(CC(=O)Nc2ccccc2N2CCCCC2)cc1OC	1	13	-6	x	5	11	7	-1	3	1	-19
CCOC(=O)C(=O)NNc1ccc(C)cc1	-19	1	10	0	-12	36	-4	6	3	-3	-23
Cc1ccc(C)c(-n2c3nc(=O)n(C)c(=O)c-3cc3ccccc32)c1	6	-2	-4	6	4	19	30	2	7	-2	-2
O=C(CSc1nccn1-c1ccc(F)cc1)NCc1ccc2c(c1)OCO2	21	-14	-5	-10	-18	-7	1	2	-4	3	-23
CCCCCOC(=O)c1c(N)n(CCOC)c2nc3ccccc3nc12	20	-6	3	8	21	14	25	3	9	-9	0
c1ccc(-c2nnc(SCC3CCCO3)nc2-c2ccccc2)cc1 (stereo not given)	-16	8	-6	5	2	-6	15	1	4	-1	-10
Cc1ccc(NC(=O)c2nc[nH]c2C(=O)NCc2ccccc2)cc1	9	-2	-4	4	8	15	-4	8	4	-5	0
Oc1ccc(N=Nc2ccc3ccccc3c2)cc1	30	-19	-3	6	-115	-108	-44	-21	-87	5	10
CCN(c1ccccc1)S(=O)(=O)c1ccc(OC)c(NC(=O)CNCC(C)O)c1 (stereo not given)	-31	4	1	-14	-7	16	9	-5	-2	1	-1
CCC(=O)Nc1cccc2c1C(=O)N(C)C2=O	-2	-23	5	7	-15	11	8	3	-4	-5	7
COc1ccc(-c2nnn(Cc3ccccc3F)n2)cc1	-22	-72	0	0	-103	-94	-33	-3	-68	-8	-27
Cc1nn(CC(=O)NCCc2cccs2)c(=O)c2nn(-c3ccccc3)c(C)c12	12	7	-7	-1	-25	10	5	4	-5	13	-27
COC(=O)c1ccc(NC(=S)NC(=O)c2cccnc2)cc1	-12	3	2	-7	8	-2	-5	-1	-30	-3	-14
C=CCOc1c(OC)cc(Cl)cc1C1NC(=O)NC(C)=C1C(C)=O (stereo not given)	26	-3	-1	1	2	-12	-16	-3	-11	-10	19
Cc1c(OCC(=O)NC(Cc2ccc(Cl)cc2)C(=O)O)ccc2c(-c3ccccc3)cc(=O)oc12 (stereo not given)	10	10	4	-15	7	2	-1	-3	8	-8	1
Nc1c(-c2cccs2)cnc2c(-c3ccc(F)cc3)cnn12	41	-23	-5	2	-172	-100	-65	2	-125	-2	12
Cc1cc(C)c(NC(=O)CS(=O)CC(=O)NCCN2CCCCCC2)c(C)c1 (stereo not given)	13	-5	-11	-7	-10	-1	-9	-7	4	5	14
COc1cc2cc3c(N)c(C(=O)NCc4ccco4)sc3nc2cc1OC	3	x	0	4	-6	-12	x	-7	-37	9	-9
Cc1ccc2c(c1)[nH]c1c(N3CCN(Cc4ccccc4)CC3)ncnc12	96*	3	-3	0	23	20	67*	-2	14	1	68*
CCOC(=O)c1ccccc1NS(=O)(=O)c1ccc(OC)cc1	0	-10	12	1	10	7	5	2	-4	1	16
CN1CC[n+]2c(CN3C(=O)c4ccccc4C3=O)csc21	10	-8	-5	-1	8	17	0	-6	-35	4	6
CSc1nc(-c2ccccc2)[nH]c(=S)c1C(C)=O	-9	-18	-2	-6	-9	12	8	-4	-14	-6	-29
CC(C)CC(=O)N1CCN(Cc2cccc([N+](=O)[O-])c2)CC1	-12	15	-4	-2	3	16	16	-3	16	3	9
O=C(c1cc2ccccc2o1)N1CCN(c2ccccc2Cl)CC1	10	27	-4	0	-27	5	-9	0	3	5	-40
c1ccc(-c2ncnc3cc4n(c23)CCC4)cc1	-5	-18	-1	-7	13	3	-6	1	19	-5	13
Cn1c[n+](C)cc1-c1ccc(/C(N)=N/O)cc1	-1	-4	4	6	13	-2	-4	-2	10	0	0
